CCR6 antagonist: antagonists of human CCR6 receptor; P51684; CHO-K1 CCR6 PathHunter beta-arrestin, luminescence, CCL20-stimulated; inhibition, % at 20 µM; actives 0.49% (n = 340,000); AID 493098;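 active = compounds whose inhibition of the agonist-driven luminescence signal at 20 µM reaches about 50%, limit read from the data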;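 note: cells stimulated with CCL20 at 14 nM final; plate controls were DMSO with CCL20 for no effect and DMSO without agonist for full effect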
EBI2 block: antagonists of human EBI2 receptor; P32249; EBI2 beta-arrestin recruitment, luminescence, 7a,25-OHC stimulated; inhibition, % at 5 µM; actives 0.81% (n = 360,000); AID 651636; in the data active = inhibition above about 38%;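 note: enzyme fragment complementation signal reports receptor beta-arrestin coupling in cells; 0% = agonist plus DMSO wells and 100% = wells without agonist; some results beyond the cut were filed as inactive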
CXCR6 inh: CXCR6 (human) receptor inhibition; CHO-K1 PathHunter CXCR6 beta-arrestin, luminescence; inhibition, % at 20 µM; actives 0.36% (n = 360,000); AID 602244; in the data active = inhibition above about 34%, passing the limit was not always enough;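 note: antagonist mode with CXCL16 agonist at 10 nM final; 0% = 10 nM CXCL16 with DMSO and 100% = unstimulated wells without agonist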
Active calls of the source: *; & = joins results of further samples.

canonical_smiles,EBI2 block,CCR6 antagonist,CXCR6 inh
COc1cc2c(c(OC)c1O)-c1ccc(OC)c(=O)cc1C(NC(=O)C(F)(F)F)CC2 (stereo not given),-21.8,10.9,-10.8
Nc1ccc(Sc2ccc(N)cc2)cc1,-8.0,0.0,-3.6
CNC1(c2ccccc2Cl)CCCCC1=O (stereo not given),1.5,1.0,8.5
CC12CCC3c4ccc(OC(=O)N(CCCl)CCCl)cc4CCC3C1CCC2O (stereo not given),11.4,13.4,-8.0
CC(=O)OC1C(=O)OCC23CCC4(C)OC4C2OC2CC(OC(=O)C=CC=CC(=O)OCCC1C)C3(C)C21CO1 (stereo not given),5.1,5.8,6.8
CN(CC=CCN(C)P(=S)(N1CC1)N1CC1)P(=S)(N1CC1)N1CC1,2.4,11.4,-7.8
Nc1ccc(Cl)c(Cl)c1,-10.5,2.9,-0.2
COc1cccc2c1cc([N+](=O)[O-])c1c(C(=O)O)cc3c(c12)OCO3,0.6,3.9,6.9
Cc1cc(-c2cc(C)c(N)c(C)c2)cc(C)c1N,7.7,8.6,2.5
C[C@]12CCC3C(CC[C@H]4[C@H](O)[C@H](O)CC[C@]34C)C1CC[C@@H]2O (stereo not given in full),-1.6,4.2,2.5
Cc1ccc2c(C)c3ccc4ccccc4c3c[n+]2c1,3.2,10.7,-1.0
Oc1cc(Cl)c(Cl)c(Cl)c1,-4.4,-13.7,-2.1
COc1cc2c(ccc3c4cc(OC)c(OC)cc4c[n+](C)c23)cc1O,-0.3,-0.7,-1.3
Nc1nc(N)c2cnnn2n1,-6.3,6.1,0.8
CCOC(=O)[C@]12Cc3ccccc3[C@H]1N(Cc1ccccc1)C(=O)c1ccccc12,21.3,26.7,26.6
Cc1ccc(NP(=O)(Oc2ccccc2F)Oc2ccccc2F)cc1C,28.5,-4.7,2.7
CC(CC(C#N)(c1ccccc1)c1ccccc1)N1CCCCC1 (stereo not given),7.7,15.4,3.5
Nc1cc(Cl)c2nonc2c1[N+](=O)[O-],39.1,46.3,46.2*
CCOC(=O)CC1c2ccccc2-n2nncc2CN1Cc1ccc(OC)cc1 (stereo not given),0.5,10.3,10.3
CCC1CN1P(=O)(c1ccccc1)N1CC1CC (stereo not given),-0.9,0.2,1.1
C[n+]1ccc(-c2cc[n+](C)cc2)cc1,-9.6&2.1,-10.2,-11.8&-4.3
CCC1C2Cc3ccc(O)cc3C1(CC)CCN2C (stereo not given),-5.2,16.4,-5.8
COc1cccc2c1C(=O)c1c(O)c3c(c(O)c1C2=O)CC(O)(C(C)=NO)CC3OC1CC(N)C(O)C(C)O1 (stereo not given),-20.3,7.4,10.6
N[C@@H](Cc1c[nH]c2ccccc12)c1nnc(SCc2ccc(F)cc2)o1,-5.7,-8.7,-8.3
Cc1ccc2c(c1)N(CCC(=O)N1CCC3(CC1)OCCO3)C(=O)C(C)O2 (stereo not given),-1.3,-13.4,1.0
O=C1C(=Cc2ccccc2)N2CCC1CC2,-8.2,5.7,0.0
CC1=NNC(=O)C1Br (stereo not given),-4.8,-18.7,-13.3
Cc1ccccc1C(=O)N1CC1C (stereo not given),2.8,3.0,1.6
O=C(O)C1CC2(Cl)C(Cl)=C(Cl)C1(Cl)C2(Cl)Cl (stereo not given),-3.5,3.0,-2.2
Cc1cc(C)c(C)c(C(O)(C(=O)O)c2ccccc2)c1C (stereo not given),0.5,12.7,2.1
COC(=O)C1C(C(=O)O)C2(Cl)C(Cl)=C(Cl)C1(Cl)C2(Cl)Cl (stereo not given),-13.1,7.4,0.8
CC1CCN(C(CC(=O)c2ccccc2)C(=O)c2ccccc2)CC1 (stereo not given),15.5,65.3*,30.4
COc1c(O)cc2c(c1OC)-c1ccc(SC)c(=O)cc1C(NC(C)=O)CC2 (stereo not given),-4.5,3.8,3.8
CCOC(=O)c1cnc(SCc2ccc(Cl)c(Cl)c2)nc1N1CC1,9.9,-0.2,-2.1
COc1cc(C2c3cc4c(cc3CC3COC(=O)C32)OCO4)cc(OC)c1O (stereo not given),-36.2,7.8,4.4
COc1cc2c(cc1OC)C13CCN4CC5=CCOC6CC(=O)N2C1C6C5C3C4 (stereo not given) (tested in a mixture with another compound),-2.8,-1.1,-4.7
CN1CCN(c2ncnc(Cl)c2N)CC1,-10.8,19.8,-7.0
CC12C(C(=O)O)C1(c1ccccc1)C2C(=O)O (stereo not given),-5.4,8.6,-8.6
CN1C(=O)/C(=C\c2ccc(Br)s2)C(=O)NC1=S,12.8,35.7,9.5
CCOC(=O)CC(SP1(=S)OCC2(CCCCO2)C(C2CCCCO2)O1)C(=O)OCC (stereo not given),8.1,19.5,8.0
O=C1NC(=O)C(Cc2ccccc2)(Cc2ccccc2)C(=O)N1Cc1ccccc1,17.9,14.5,3.5
O=C1CN=C(c2cccs2)c2c(sc3c2CCCC3)N1,2.3,1.4,-4.7
CN1Cc2cnnn2-c2ccccc2C1c1ccccc1 (stereo not given),0.1,12.1,8.7
CC1CNCCN1c1ccc(Cl)cc1 (stereo not given),1.8,-1.5,-2.3
C[C@]12CCC3C(CC[C@H]4[C@H](O)[C@H](O)CC[C@]34C)C1CCC2=O (stereo not given in full),3.2,2.0,-5.5
CCCCN1C(=O)/C(=C/C=C/c2ccco2)C(=O)NC1=S,2.4,15.1,1.1
Cc1ccc(S(=O)(=O)N2Cc3ccccc3-n3nncc3C2)cc1,-6.1,-2.4,-6.3
O=C(/C=C/c1ccc2c(c1)OCO2)c1c(O)n(CCC2=CCCCC2)c(=O)[nH]c1=O,5.6,0.7,-0.8
C=CCCC1(C(C)C)C(=O)NC(=S)NC1=O,-5.5,0.5,-1.6
COc1ccc(NP2(=O)NCCCN2)cc1,0.4,-0.9,-1.7
N#CC1c2ccccc2-n2nncc2CN1S(=O)(=O)c1ccc(Cl)cc1 (stereo not given),-6.8,11.3,1.2
O=C1NC(=S)N(c2ccc(F)cc2)C(=O)/C1=C\c1ccoc1,4.1,12.6,-0.2
C[C@]12CCC3C(CC[C@H]4C[C@@H](O)CC[C@]34C)C1C[C@@H](O)[C@@H]2O (stereo not given in full),3.2,8.8,-0.1
COC1C(O)C(C)OC(OC2CCC3(C)C(CCC4C3C(O)CC3(C)C(C5=CC(=O)OC5)CCC43O)C2)C1O (stereo not given),-2.2,-10.0,4.5
c1ccc2c(c1)CNCc1cnnn1-2,-10.0,-7.8,-2.4
CC(=O)Nc1ccc(S(=O)(=O)N2Cc3cnnn3-c3ccccc3C2C#N)cc1 (stereo not given),-3.1,5.9,7.2
CS(=O)(=O)N1Cc2ccccc2-n2nncc2C1,-7.5,-3.7,-4.2
CN1CC[C@@]2(C)c3cc(O)ccc3N(C)[C@@H]12,-12.6&-13.6,3.8&2.9,-2.9&-19.8
COc1ccc(CC2NCC(O)C2OC(C)=O)cc1 (stereo not given),23.8,-3.6,5.8
CC(=O)OC1(C)CC(C)C(=O)C(C(O)CC2CC(=O)NC(=O)C2)C1 (stereo not given),9.0,-0.2,6.6

Next section
canonical_smiles,EBI2 block,CCR6 antagonist,CXCR6 inh
CNC(=O)Oc1ccccc1OC(C)C,-1.6,2.6,-6.9
CC=C(C)C(=O)OC1CCN2CC=C(COC(=O)C(O)(C(C)OC)C(C)(C)O)C12 (stereo not given),-5.3,3.9,1.8
Oc1cc(Cl)c(Cl)c(Cl)c1Cl,-1.5,-0.1,-8.8
O=C(O)CC1OCC=C2CN3CCC45C6=CC(=O)C(=O)C([N+](=O)[O-])=C6NC4C1C2CC35 (stereo not given),-8.4,-7.3,-20.7
CC(C)(O)/C=C/C(=O)C(C)(O)C1C(O)CC2(C)C3CC=C4C(C=C(O)C(=O)C4(C)C)C3(C)C(=O)CC12C (stereo not given),-60.7,30.8,9.7
O=C1NC(=S)N(C2CC2)C(=O)/C1=C/c1ccc2c(c1)CCN2CCCCl,-10.0,19.0,3.2
Nc1ccc(Br)cc1,-4.8,-13.4,-7.5
O=c1[nH]c(=S)[nH]c(O)c1/C=C1/C=c2ccccc2=N1,-23.5,29.8,6.1
CN1C(=O)NC(=O)C(N=Nc2ccc(Cl)cc2)C1=O (stereo not given),5.3,2.5,3.7
O=[N+]([O-])c1cccc(NP(=O)(N2CC2)N2CC2)c1,-4.8,-0.5,9.2
O=C1c2ccccc2-c2cc3ccccc3cc21,-6.4,-16.5,-8.5
O=C1NC(=O)C(Nc2ccccc2)C(=O)N1,-1.7,2.7,-0.9
COC1=CC2C3Cc4ccc(OC)c(O)c4C2(CCN3C)CC1=O (stereo not given),0.6,-4.0,4.2
C=CCn1c(O)c(/C=C2/C=c3ccccc3=N2)c(=O)[nH]c1=S,-1.3,9.1,11.0
C=C(C)[C@@H]1[C@H]2OC(=O)[C@H]1[C@]1(O)C[C@H]3O[C@]34C(=O)O[C@H]2[C@]14C,-8.0,9.9,4.5
O=S(=O)(O)C(=Cc1ccccc1)c1ccccc1 (tested in a mixture with another compound),-1.5,-1.3,-1.6
COc1cc(/C=C2\C[C@H]3[C@@H]4CC=C5C[C@@H](N6CCCC6)CC[C@]5(C)[C@H]4CC[C@]3(C)[C@H]2O)cc(OC)c1OC,14.8,10.0,8.5
CCOCC1(CCc2ccccc2)C(=O)NC(=S)NC1=O,-10.0,12.4,9.8
C=CCCC1(CC)C(=O)NC(=S)NC1=O,1.1,11.4,1.5
CC(=O)Nc1ccc(C=C2C(=O)NC(=O)NC2=O)cc1,2.7,6.9,-2.6
CC(=O)OC1CC2(O)C3CCC4CC(O)CCC4(C)C3CCC2(C)C1C1=CC(=O)OC1 (stereo not given),-20.2,-14.3,-5.5
CC1[C@H]2Cc3ccc(O)cc3[C@]1(C)CCN2C (stereo not given in full),-4.5,4.5,7.1
C1CNC2NCCNC2N1 (stereo not given),-3.1,-5.1,1.4
CN1C(=O)C(C2CCCCC2)C(=O)N(C)C1=O,-13.8,-4.9,-14.3

Reformatted as labelled records: part of the list above
> O=S(=O)(O)C(=Cc1ccccc1)c1ccccc1 (tested in a mixture with another compound)
  EBI2 block: -1.5
  CCR6 antagonist: -1.3
  CXCR6 inh: -1.6

> COc1cc(/C=C2\C[C@H]3[C@@H]4CC=C5C[C@@H](N6CCCC6)CC[C@]5(C)[C@H]4CC[C@]3(C)[C@H]2O)cc(OC)c1OC
  EBI2 block: 14.8
  CCR6 antagonist: 10.0
  CXCR6 inh: 8.5

(continued)
canonical_smiles,EBI2 block,CCR6 antagonist,CXCR6 inh
CC1OC(OC2C=C3CCC4C(CCC5(C)C(c6ccc(=O)oc6)CCC45O)C3(C)CC2)C(O)C(OC2OC(CO)C(O)C(O)C2O)C1O (stereo not given),-14.9,-3.8,-0.4
NP(=O)(Oc1ccccc1)c1ccccc1 (stereo not given),8.2,17.7,4.7
CCOC1=C(N2CC2)C(=O)C(OCC)=C(N2CC2)C1=O,1.3,-1.3,-4.9
O=C(Cc1cc(=O)oc2cc(O)ccc12)NN=Cc1ccc(N(CCCl)CCCl)cc1,-0.3,17.1,-1.2
CC1CN1P(=O)(Oc1ccc2ccccc2c1)N1CC1C (stereo not given),-0.5,-0.3,-0.8
N#CC1C(C#N)C2CCC1C1C2N1c1ccccc1 (stereo not given),-18.6,-0.2,-0.8
C=C1C(=O)OC2C1CCC(C)C1(O)C=CC(=O)C21C (stereo not given),9.2,8.8,6.1
CCOc1ccc(C(C)=O)cc1Cn1ccsc1=N,14.2,7.9,6.0
Cc1cc(N(CCCl)CCCl)ccc1C=Cc1ccncn1,25.2,0.3,-1.0
CN1CC(Br)C(=O)NC1=O (stereo not given),4.9,0.8,-1.2
O=C1NC(=O)C(=Cc2ccccc2[N+](=O)[O-])C(=O)N1,-11.0,-7.0,-4.2
C#C[C@]1(O)CCC2C3C(=O)C=C4C(Cl)=CCC[C@]4(C)C3CC[C@@]21C (stereo not given in full),9.2,9.7,-7.7
COc1ccccc1N1CCN(CCc2c[nH]c3cc4c(cc23)OCO4)CC1,6.0,2.5,-25.1
CC(CN1CCOCC1)C(C#N)(c1ccccc1)c1ccccc1 (stereo not given),2.8,10.7,3.6
O=C(O)CCCOc1ccc(Cl)cc1Cl,3.9,-7.5,2.0
COc1cc(C(=O)NN=Cc2ccc(N(CCCl)CCCl)cc2)cc(OC)c1OC,11.4,7.8,-10.1
COC1C(O)C(C)OC(OC2CCC3(C=O)C(CCC4C3CCC3(C)C(C5=CC(=O)OC5)CCC43O)C2)C1O (stereo not given),-3.9,-0.6,0.0
ClCCN(CCCl)c1ccc(-n2cnc3c(Cl)ncnc32)cc1,15.6,-1.9,8.7
Cc1cccc(-n2c(C)nc3cc(C(=O)N4CCC5(CC4)OCCO5)ccc32)c1,-11.5,-11.5,10.3
c1ccc(-c2ccc(-c3n(-c4ccccn4)c4ccccc4[n+]3-c3ccccn3)cc2)cc1,17.3,16.7,-4.5
CC(=O)N(C)C1=Nc2ccc(Cl)cc2C(c2ccccc2)=[N+]([O-])C1,-6.6,6.1,3.1
COc1ccc(-c2ccc(OC)c(OC)c2OC)cc1,5.6,11.4,4.9
COc1ccc2c(c1)C1(C(=O)O)CC=CCC1(C(=O)O)C2 (stereo not given),-6.5,-6.3,-2.4
Brc1ccc2[nH]cc(C=NN3CCCCCC3)c2c1,-10.6,-1.1,-11.0
Cc1cc(C)c2c(c1)NP(=S)(c1ccccc1)N2 (stereo not given),11.1,15.0,7.6

Only part of the results is shown; rates above refer to the full screens.
